# Assay outcomes: PubChem, several laboratories
# PfHsp90 set2: growth inhibition of PfHsp90-expressing yeast, primary screen, antimalarial PfHsp90 inhibitor project, S. cerevisiae, BacTiter-Glo luminescence, single point, set 2; BacTiter-Glo ATP, 48 h; yeast lacking PDR1 and PDR3 efflux regulators; inhibition, % at 9.4 µM; 310,000 compounds, 0.32% hits;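 active = every replicate shows inhibition above about 80%, whatever the replicate mean, limit read from the data; inconclusive = mean inhibition reaches the set limit but some replicate falls short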;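 note: 0% = DMSO neutral controls and 100% = 20 µM radicicol positive controls; yeast relying on Plasmodium falciparum Hsp90 in place of its own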
# Keap1 Nrf2 FP: Keap1-Nrf2 protein-protein interaction inhibitors, primary screen, biochemical, fluorescence polarization, single point | AID 504523, 2011 | 340,000 compounds, 0.15% hits | inhibition, % at 9.4 µM | Keap1 Kelch-Nrf2 peptide fluorescence polarization, 1536-well | Kelch-like ECH-associated protein 1 (Homo sapiens), Q14145; in the data active = inhibition above about 12%; inconclusive = no clear call, values can overlap the other calls; inactive = below about 7.3%;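 note: human Keap1 Kelch domain with fluorescein labeled Nrf2 9mer peptide probe; 0% = neutral control wells and 100% = peptide positive control; higher means more block of Keap1 binding to Nrf2 peptide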
# CDK5 inh: inhibitors of human CDK5/p35 kinase, primary screen, biochemical, single concentration; Cyclin-dependent kinase 5 (Homo sapiens) + Cyclin-dependent kinase 5 activator 1 (Homo …; Recombinant CDK5/p35, ADP-Glo luminescence, 60 min; inhibition, % at 10 µM; 330,000 compounds, 0.01% hits;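 active = highest replicate inhibition of at least 50% and at least 75% of replicates reaching 50%; inconclusive = only one of the two criteria met; inactive = both criteria failed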;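 note: plate controls were DMSO neutral control for no effect and GW8510 at 10 µM for full effect; many of its hits are not listed in these tables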
# Target sequence (Q00535 whole entry, looked up): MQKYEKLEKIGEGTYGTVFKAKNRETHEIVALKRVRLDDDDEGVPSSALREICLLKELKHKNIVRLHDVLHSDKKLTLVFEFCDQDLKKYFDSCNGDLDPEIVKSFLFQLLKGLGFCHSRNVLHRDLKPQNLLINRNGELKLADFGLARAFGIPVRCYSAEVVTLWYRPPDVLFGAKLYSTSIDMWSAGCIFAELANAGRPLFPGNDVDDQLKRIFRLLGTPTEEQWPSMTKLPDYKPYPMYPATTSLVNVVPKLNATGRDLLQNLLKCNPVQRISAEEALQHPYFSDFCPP
# Target sequence (Q15078 whole entry, looked up): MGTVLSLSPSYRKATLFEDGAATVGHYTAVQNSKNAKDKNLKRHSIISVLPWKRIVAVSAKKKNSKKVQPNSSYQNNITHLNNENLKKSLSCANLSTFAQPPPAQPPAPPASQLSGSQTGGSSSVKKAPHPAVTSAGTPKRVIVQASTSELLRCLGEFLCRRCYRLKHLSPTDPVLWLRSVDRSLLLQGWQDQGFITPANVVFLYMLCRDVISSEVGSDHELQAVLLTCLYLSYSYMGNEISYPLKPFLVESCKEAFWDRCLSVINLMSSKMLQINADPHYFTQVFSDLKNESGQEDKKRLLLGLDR
# NSD2 inh: NSD2 histone methyltransferase inhibitors, primary screen, biochemical, AlphaScreen, single concentration, set 2; Histone-lysine N-methyltransferase NSD2 (Homo sapiens), O96028; NSD2 peptide methylation, 120 min; inhibition, % at 12.5 µM; 310,000 compounds, 0.54% hits; in the data active = inhibition above about 50%
# PvdQ inh: P. aeruginosa PvdQ acylase inhibitors, primary screen, biochemical, fluorescence, plate reader and imaging, single point. purified PvdQ acylase. 340,000 compounds, 0.063% hits. inhibition, % at 10 µM. PvdQ acylase [Pseudomonas aeruginosa LESB58]; in the data active = inhibition above about 30%, passing the limit was not always enough; inconclusive = no clear call, values can overlap the other calls;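 note: 0% = vehicle neutral wells and 100% = reference inhibitor wells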
# Cardiac RTF inh: cardiac RTF calcium sensitivity inhibitors, primary screen, biochemical, IANBD-TnC fluorescence, EC70 calcium. inhibition, % at 7.15 µM. AID 493244, 2011. Troponin I, cardiac muscle (Homo sapiens) + Troponin T, cardiac muscle (Homo sapiens) + …. 340,000 compounds, 0.12% hits. IANBD-labeled cardiac RTF, Ca2+ fluorescence;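 active = inhibition above the mean inhibition of all tested compounds plus 3 SD, cut at about 17% in these data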;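 note: assay run at fixed EC70 calcium of 1.6 mM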
# LANA DNA inh: inhibitors of KSHV C-LANA binding to DNA, primary screen, biochemical, fluorescence polarization, FAM-LBS DNA, MBP-C-LANA, single point; Kaposi's sarcoma herpesvirus LANA C-terminal domain (residues 932-1162) DNA binding; inhibition, % at 9 µM; 340,000 compounds, 0.078% hits; AID 504423, 2011;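 active = highest replicate inhibition at or above 60% at 9 µM, even if other replicates fall short; inactive = all replicates below 60% inhibition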;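 note: 0% = neutral control wells and 100% = 4 µM acridine orange control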
# dFosB activator: activators of delta FosB homodimer, primary screen, biochemical, fluorescence polarization, TAMRA-CDK5 oligo, single point. Protein FosB (Mus musculus), P13346. purified delta FosB; percent of positive-control signal above neutral wells. activation, % at 25 µM. 340,000 compounds, 0.99% hits. AID 493131, 2011;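 active = mean activation above about 17%, with every replicate also reaching it, limit read from the data, passing the limit was not always enough; inconclusive = only one of the two conditions met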;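 note: fluorescence polarization rise as delta FosB binds a TAMRA Cdk5 AP-1 oligo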
# Target sequence (P13346 whole entry, looked up): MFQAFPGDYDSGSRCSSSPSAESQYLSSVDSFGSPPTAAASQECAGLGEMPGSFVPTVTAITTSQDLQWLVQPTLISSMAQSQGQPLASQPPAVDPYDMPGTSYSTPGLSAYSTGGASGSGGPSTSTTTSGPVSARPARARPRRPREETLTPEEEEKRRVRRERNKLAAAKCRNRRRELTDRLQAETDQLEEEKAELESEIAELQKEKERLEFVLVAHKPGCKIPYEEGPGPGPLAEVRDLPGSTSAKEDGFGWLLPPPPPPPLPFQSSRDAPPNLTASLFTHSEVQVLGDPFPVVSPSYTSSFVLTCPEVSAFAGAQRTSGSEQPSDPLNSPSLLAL
# Rtt109 Vps75: inhibitors of C. albicans Rtt109/Vps75 HAT, primary screen, biochemical, ThioGlo CoA-SH fluorescence, plate reader | Histone acetyltransferase RTT109 (Candida albicans (strain SC5314 / ATCC MYA-2876)), … | purified Rtt109/Vps75, 4 h | inhibition, % at 34.9 µM | 330,000 compounds, 0.16% hits;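 active = inhibition of at least 50% in every replicate; inconclusive = best replicate reaches 50% inhibition but some replicates fall short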
# cardiac RTF act: cardiac RTF calcium sensitivity activators, primary screen, biochemical, IANBD-TnC fluorescence, EC20 calcium; AID 493008, 2010; 340,000 compounds, 0.24% hits; IANBD-labeled TnC RTF fluorescence at EC20 calcium; 0% EC20 calcium, 100% full calcium; activation, % at 7.2 µM; Troponin I, cardiac muscle (Homo sapiens) + Troponin T, cardiac muscle (Homo sapiens) + …;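 active = activation above the mean over all tested compounds plus 3 SD, cut at about 30% in these data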;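 note: rise in fluorescence read as greater calcium sensitivity of cardiac thin filaments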
# SUMO Mot1 rescue: yeast Mot1-301 growth rescue at high temperature, primary screen, SUMOylation pathway inhibitor project, S. cerevisiae, ATP luminescence, 38.5C; growth rescue, % at 18.8 µM; 320,000 compounds, 1% hits; S. cerevisiae Mot1-301 growth rescue; percent above DMSO median, 100 means doubled; AID 2716, 2010;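 active = every valid replicate shows activation above 250% relative to neutral control wells; inactive = the rest, any valid replicate at or below 250%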;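 note: OY570 slx delta 5 strain wells were the positive control but not used for scaling; some compounds called inactive have numbers as strong as hits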
# * = called active by the depositor; ? = inconclusive; . = no result given.
no.	SMILES	PfHsp90 set2	Keap1 Nrf2 FP	CDK5 inh	NSD2 inh	PvdQ inh	Cardiac RTF inh
1	O=C(O)c1ccc(NC(=S)NC(=O)c2cccc(COc3ccccc3)c2)cc1	-25	0	0.0	1	-13	6
2	CC(C)NC(=O)c1ccc2c(c1)N(CC(=O)N1CCCC1)C(=O)C(C)(C)O2	3	-1	0.0	-5	-14	2
3	Cc1cccc(C)c1NC(=O)NN1C(C)CCCC1C (centres undefined)	2	-1	0.4	2	3	0
4	Cc1cc(C)nc(NC2=NCCN2C(=S)Nc2ccc(C)c(C)c2)n1	2	-3	0.3	-1	18	-3
5	O=C(Cc1ccc(S(=O)(=O)N2CCCC2)s1)N1CCOCC1	24	-2	0.2	25	-7	8
6	Cn1c(SCC(=O)N2CCOCC2)nnc1-c1ccccc1	12	-5	2.7	-1	-5	0
7	Cc1ccc2nc(SC(C)C(=O)Nc3cccc([N+](=O)[O-])c3)[nH]c2c1 (centres undefined)	0	1	-1.4	1	-1	3
8	CCCCc1ccc(S(=O)(=O)Nc2ccc(C)c(NS(C)(=O)=O)c2)cc1	-2	2	-1.7	-4	7	.
9	CC(C)N(CC(N)=O)C(=O)c1sc2cc(F)ccc2c1Cl	-12	-3	1.6	2	7	-2
10	COc1ccc(NC(=O)c2sccc2SCc2cccc(C(F)(F)F)c2)cc1	59	-3	5.6	0	1	-7
11	Cc1[nH]n(-c2ccc(Cl)cc2)c(=O)c1/C=N/c1nnc(-c2ccccc2)s1	23	-1	-1.2	0	-7	-10
12	O=C(CCc1ccccc1)Nc1ccccc1OC(=O)c1ccccc1	.	-1	1.7	-3	-14	5
13	Cc1ccc(S(=O)(=O)C2(C(=O)Nc3ccc(Br)cc3)CC2)cc1	-20	-5	1.9	-4	-10	-14
14	COC(=O)c1ccc(NC(=O)CSc2nccn2CCc2ccccc2)cc1	-16	2	-0.2	-1	-19	-9
15	O=C(Nc1ccccc1F)C1CCCN1S(=O)(=O)c1ccc(Cl)cc1 (centres undefined)	-14	-1	0.6	-1	-12	-5

no.	LANA DNA inh	dFosB activator	Rtt109 Vps75	cardiac RTF act	SUMO Mot1 rescue
1	1.2	-10	-1	-3	.
2	-6.2	3	-4	-2	-8
3	-1.6	-3	.	4	1
4	-0.7	-2	13	2	-9
5	-0.9	-4	-1	1	0
6	1.1	-2	-2	8	7
7	-1.1	-1	14	-8	412
8	-0.9	-10	-5	.	5
9	-1.0	-5	9	-1	-19
10	0.9	-4	8	-4	9
11	-1.0	-4	7	-4	3
12	1.4	-8	5	1	.
13	0.0	-5	2	-4	-23
14	-0.2	-4	-31	0	-10
15	0.6	-10	-1	0	39

# New compounds follow:
no.	SMILES	PfHsp90 set2	Keap1 Nrf2 FP	CDK5 inh	NSD2 inh	PvdQ inh	Cardiac RTF inh
16	COc1cccc(Nc2nnc(SCn3nnc4ccccc4c3=O)s2)c1	-72	3	-1.0	1	-4	-15
17	Cn1c(=O)c2c(nc3sccn32)n(C)c1=O	-21	-7	-6.6	3	-19	2
18	S=c1[nH]nc(Cc2ccccc2)n1Cc1ccco1	-3	-4	4.0	2	-10	13
19	COc1cc(SC)ccc1C(=O)N1CCN(c2ccccc2F)CC1	10	-1	-0.6	18	2	3
20	CCOc1ccc(NC(=O)COC(=O)CCCc2c[nH]c3ccccc23)cc1	.	-2	-1.3	-2	-15	0
21	O=C(NCc1ccccn1)NC12CC3CC(CC(C3)C1)C2	.	5	1.0	0	-10	-3
22	COC(=O)NC(=S)N1CCOCC1	.	5	-1.5	-1	9	10
23	CCOC(=O)CCc1c(C)c2ccc(OCc3nn[nH]n3)cc2oc1=O	.	-4	0.6	-5	-14	-8
24	COc1cc(Cl)cc(C2NC(=O)NC(C)=C2C(C)=O)c1OCC(=O)O (centres undefined)	-10	-2	-2.9	4	-3	-6
25	CN(C(=O)c1cccc(NC(=O)Cc2cccc(NC(=O)C3CCN(C(=O)CCc4ccccc4)CC3)c2)c1)C1CC1	-4	-6	-2.2	.	-15	-2
26	Cc1ccc(Cl)cc1NC(=S)N(CCCN1CCOCC1)Cc1ccco1	4	-1	-0.1	7	2	-13
27	O=C(OCC(=O)N1CCC(Cc2ccccc2)CC1)c1cc(Br)ccc1O	-21	-2	-1.8	-1	-13	-3
28	CCCc1cc(=O)c2c(O)cccc2o1	-8	1	0.2	-1	0	4
29	Nc1nc2c(s1)CCc1c-2cnn1-c1ccccc1	-24	-17	4.8	.	-12	-13
30	CCOc1ccc2ccccc2c1CNCCN1CCOCC1	22	-1	-1.5	-3	-12	-16

no.	LANA DNA inh	dFosB activator	Rtt109 Vps75	cardiac RTF act	SUMO Mot1 rescue
16	-0.1	0	-6	0	10
17	0.5	0	0	4	.
18	-1.1	-7	-4	-6	4
19	-1.2	-1	6	5	-12
20	-1.0	-4	4	2	-5
21	-0.3	3	7	6	192
22	0.6	7	-2	4	1
23	-1.3	-14	4	1	-19
24	3.3	14	-9	1	25
25	-1.1	-4	6	-3	.
26	-6.8	-7	-3	4	-1
27	0.4	-5	-18	0	8
28	-0.1	1	-6	-7	-6
29	-0.5	-9	?	3	15
30	0.7	-2	5	18	11

# More results
no.	SMILES	PfHsp90 set2	Keap1 Nrf2 FP	CDK5 inh	NSD2 inh	PvdQ inh	Cardiac RTF inh
31	NS(=O)(=O)c1ccc(NC(=O)CSc2ccccc2)cc1	-9	1	-1.4	1	-13	-1
32	Cc1cccc(OCC(=O)Nc2cc(C)ccc2O)c1	-23	-2	0.4	-3	-12	-7
33	Cn1c(C(=O)Nc2ccccc2)cc2sccc21	11	2	0.2	-1	-1	11
34	O=C(/C=C/c1ccccc1[N+](=O)[O-])N1CCN(c2ccc(F)cc2)CC1	-15	0	0.3	-1	-10	-15
35	CCOC(=O)N1CCC(N2C(=O)c3ccccc3C2Nc2ccc(C)cc2)CC1 (centres undefined)	-15	4	-0.8	.	-12	-7
36	COc1ccc(/C=C/C(=O)C2CC2)cc1COc1cccc(C)c1C	-2	-5	-3.0	.	-9	-5
37	Cc1cccc(NC(=O)c2ccc3c(c2)CCN3S(C)(=O)=O)c1C	-1	4	0.1	-2	-10	-4
38	Cc1ccccc1-c1cc(C(=O)Nc2nc3c(s2)CCCC3)c2ccccc2n1	4	-5	0.2	-7	-6	-2
39	CCN(CC)P(=O)(C(NC(=O)OC)C(F)(F)C(F)(F)C(F)(F)C(F)F)N(CC)CC (centres undefined)	0	4	0.1	.	-1	-16
40	Nc1nc(F)cc(N2CCCCCC2)n1	-4	1	-0.2	5	-11	-5
41	CCOc1ccc(-n2nc3ccc(NC(=O)CC)cc3n2)cc1	-9	4	-0.6	5	-5	-1
42	O=C(COc1cccc(C(F)(F)F)c1)NCC(c1ccco1)N1CCCC1 (centres undefined)	-18	-5	-0.1	37	-6	-10
43	CC(C)(C)c1cc(C(=O)N/N=C/c2ccc([N+](=O)[O-])s2)n[nH]1	-5	-2	-4.0	1	-2	-3
44	O=C(CNC(=O)c1ccccc1Br)N/N=C/c1ccccc1O	-19	-5	0.0	-6	-8	0
45	O=C(NCc1ccc(F)cc1)C1CCCN(S(=O)(=O)c2ccc(-n3cnnn3)cc2)C1 (centres undefined)	-20	-3	-0.2	7	-10	-5

no.	LANA DNA inh	dFosB activator	Rtt109 Vps75	cardiac RTF act	SUMO Mot1 rescue
31	2.9	-2	-9	0	287
32	1.3	-6	1	1	15
33	0.8	-4	4	-3	.
34	-0.1	-17	0	5	3
35	1.8	-7	3	3	3
36	0.6	-6	2	-1	0
37	1.9	5	-12	-3	-13
38	-0.8	-5	-1	2	-1
39	1.2	-11	0	-5	38
40	0.3	-2	-2	-3	5
41	-1.1	-6	-2	-2	94
42	4.4	-11	4	-1	-1
43	1.1	1	-10	-4	24
44	-0.7	9	-9	0	5
45	2.4	0	-4	2	0

# Later entries.
no.	SMILES	PfHsp90 set2	Keap1 Nrf2 FP	CDK5 inh	NSD2 inh	PvdQ inh	Cardiac RTF inh
46	COC(=O)c1nn(-c2ccccc2)c(Cl)c1/C=N/OCc1c(Cl)cccc1Cl	-16	-5	-3.5	1	-13	1
47	O=C1CC(c2ccccc2)NN1 (centres undefined)	-16	1	-0.8	.	-6	-8
48	CCOc1cccc(C2C(C(=O)c3ccco3)=C(O)C(=O)N2Cc2ccncc2)c1 (centres undefined)	-8	-2	2.2	0	-4	-5
49	O=C(CSc1ccccc1)Nc1nnc(/C=C/c2ccccc2)s1	-38	0	0.0	-2	16	2
50	CN(C(=O)CSc1nc(O)cc(=O)n1-c1ccccc1F)c1ccccc1	-2	-3	2.4	0	5	-5
51	O=C(CNC(=O)N1CC(=O)Nc2ccccc21)Nc1ccc(Cl)cc1	16	4	.	2	1	-2

no.	LANA DNA inh	dFosB activator	Rtt109 Vps75	cardiac RTF act	SUMO Mot1 rescue
46	-1.1	-3	3	-2	-3
47	5.5	0	-6	3	-2
48	-2.1	1	.	1	.
49	1.9	-5	32	0	2
50	-1.2	-6	11	-3	6
51	-2.7	1	-5	-2	40

# Single values from the entries so far.
# CCOc1cccc(C2C(C(=O)c3ccco3)=C(O)C(=O)N2Cc2ccncc2)c1 (centres undefined) | PfHsp90 set2: -8
# CN(C(=O)CSc1nc(O)cc(=O)n1-c1ccccc1F)c1ccccc1 | dFosB activator: -6

# Values in list order from the list.
# NSD2 inh, entries 39–50: ., 5, 5, 37, 1, -6, 7, 1, ., 0, -2, 0

# Outcome played no part in choosing rows. About 3.2% of those tested had a hit in this group.
